Screens as filed in PubChem.
GPR55 LPI antagonism = inhibition of LPI-stimulated GPR55 beta-arrestin translocation – imaging, U2OS, beta-arrestin-GFP, LPI agonist, primary screen (AID 2013) | U2OS GPR55 beta-arrestin-GFP translocation imaging, LPI antagonism; higher % means a stronger effect | one-dose inhibition, % at 10 µM; IC50 in µM for titrated hits | actives 0.13% (n = 290,000);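 active = spots per cell inhibited over 60%, with over 100 cells counted and total cytoplasm intensity under 500,000; inconclusive = wells with under 100 cells, flagged as likely toxic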;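 note: U2OS cells stably carrying GPR55 and arrestin-GFP stimulated by 5 µM LPI near EC80; imaged beta-arrestin-GFP aggregate spots per cell after agonist stimulation; plate controls were LPI-stimulated DMSO wells for no effect and DMSO wells without LPI for full effect; some results filed as inactive read as strong as hits; confirmed hits need IC50 under 10 µM and bright autofluorescent wells are also inconclusive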
Yfh1-depleted yeast = mitochondrial function rescue without frataxin homolog – Friedreich's ataxia, plus single-dose screen, dose response (AID 1465). S. cerevisiae Yfh1-off respiration, WST-1 reduction, 72 h; higher fold induction means a stronger effect. one-dose fold induction at 50 µM; EC50 in µM for titrated hits. actives 0.074% (n = 220,000);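 active = fold induction of absorbance versus untreated yeast above a set limit, then at least 30% activation at any dose in follow-up; inconclusive = repeats straddling the limit, or above it without dose testing; inactive = fold induction below the set limit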;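 note: activators that raise dye reduction in frataxin-depleted yeast; strong numbers were not always called active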
SV40 large T antigen = TAg ATPase/helicase activity blockers – biochemical (AID 1903) | SV40 large T antigen ATPase/helicase inhibition assay; higher % means a stronger effect | actives 0.39% (n = 310,000) | inhibition, % at 20 µM, or IC50 in µM where a hit was titrated; in the data active = a potency from the dose series; inconclusive = inhibition mostly from about 32% at the one dose, without a potency; inactive = the rest, 99 in 100 with inhibition below about 32%; note: strong numbers were not always called active
MgcRacGAP inhibition = MgcRacGAP GTPase-activating activity inhibitors, confirmation, biochemical, ADP Hunter fluorescence | MgcRacGAP-stimulated Rac1 GTP hydrolysis, ADP Hunter fluorescence; higher % means a stronger effect; GST-tagged Rac1 F28L mutant substrate | inhibition, % at 30 µM; hits with a dose series show IC50 in µM | actives 0.6% (n = 340,000) | AID 624330;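 active = first-screen hits whose inhibition reached a set limit at any dose in the follow-up dose series; inconclusive = inhibition above the set first-screen limit but never retested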;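 note: fluorescence reports GDP produced by GAP-driven GTP hydrolysis; strong numbers were not always called active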
AID2073 = disruptors of CaV2.2 binding to Mint1 – biochemical, HTRF (AID 2073). HTRF protein-protein interaction, Mint1-CaV2.2; higher % means a stronger effect. actives 0.19% (n = 290,000). inhibition, % at 20 µM, or IC50 in µM where a hit was titrated; in the data active = inhibition mostly above about 51%, no sharp cut-off; inconclusive = no clear call, values can overlap the other calls; inactive = mostly below about 53%; note: some results filed as inactive read as strong as hits
GPR55 beta-arrestin = selective activators of receptor GPR55 – imaging, U2OS cells, beta-arrestin-GFP redistribution, primary screen (AID 1961); U2OS GPR55 beta-arrestin-GFP redistribution imaging; higher % means a stronger effect; actives 0.048% (n = 290,000); activation, % at 10 µM, or EC50 in µM where a hit was titrated;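 active = activation above 40% with more than 50 cells counted in the well; inconclusive = wells holding fewer than 50 cells, flagged as toxic or sparse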;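 note: U2OS osteosarcoma cells stably expressing GPR55 and beta-arrestin-GFP; plate controls were DMSO negative control for no effect and LPI positive control for full effect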
GPR35 arrestin U2OS = inhibition of zaprinast-stimulated GPR35 beta-arrestin translocation – imaging, U2OS, beta-arrestin-GFP, zaprinast agonist, primary screen (AID 2058); U2OS GPR35 beta-arrestin-GFP translocation imaging, zaprinast antagonism; higher % means a stronger effect; inhibition, % at 10 µM, or IC50 in µM where a hit was titrated; actives 0.052% (n = 290,000);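 active = inhibition of at least 50% with at least 30 cells and total cytoplasm GFP at most 10,000,000; inconclusive = under 30 cells or total GFP of 10,000,000 plus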
NTR1 agonist = NTR1-driven beta-arrestin-GFP spot formation – imaging, U2OS cells, high content, primary screen (AID 493036). activation, % at 20 µM. actives 0.17% (n = 330,000). P30989. agonist mode;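 active = activation at or above 40% of the spot to cytoplasm intensity ratio, with at least 20 cells analyzed; inconclusive = wells under 20 cells, flagged as cytotoxic or low count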;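 note: 0% = DMSO without peptide and 100% = 100 nM NTR1 peptide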
Target sequence (P30989 whole entry, looked up): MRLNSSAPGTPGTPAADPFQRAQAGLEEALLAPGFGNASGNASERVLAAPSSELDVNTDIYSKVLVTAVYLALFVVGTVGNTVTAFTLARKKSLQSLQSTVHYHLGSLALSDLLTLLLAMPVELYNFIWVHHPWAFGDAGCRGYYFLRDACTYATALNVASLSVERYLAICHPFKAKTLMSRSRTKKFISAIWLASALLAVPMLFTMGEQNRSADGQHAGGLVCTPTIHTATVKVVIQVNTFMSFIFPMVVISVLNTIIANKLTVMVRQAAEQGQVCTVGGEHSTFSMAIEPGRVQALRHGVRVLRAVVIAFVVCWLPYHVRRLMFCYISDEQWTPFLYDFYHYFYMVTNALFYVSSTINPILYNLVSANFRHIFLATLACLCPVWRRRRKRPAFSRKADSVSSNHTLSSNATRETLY
Dengue-2 NS5 capping = Dengue-2 NS5 methyltransferase inhibitors, primary screen, biochemical, confirmation dose response (AID 588689); inhibition, % at 25 µM, or IC50 in µM where a hit was titrated; actives 0.3% (n = 340,000); Dengue-2 NS5 methyltransferase capping enzyme assay, biochemical; higher % means a stronger effect; in the data active = a potency from the dose series; inconclusive = inhibition above about 29% without an active follow-up result
NTR1 agonist cell count 20 µM = also measured in NTR1 agonist; calls as there; cell count; measured here: cell count, cytotoxicity flag
Dengue-2 NS5 capping pilot replicate = further read-out of Dengue-2 NS5 capping, marked with its call; inhibition, %; measured here: pilot screen replicate inhibition
Active calls of the source: *; i = inactive; ? = inconclusive; nt = no result given. No enrichment for hits; about 1.7% have a hit in one of these screens.

SMILES	GPR55 LPI antagonism	Yfh1-depleted yeast	SV40 large T antigen	MgcRacGAP inhibition	AID2073	GPR55 beta-arrestin	GPR35 arrestin U2OS	NTR1 agonist	NTR1 agonist cell count 20 µM	Dengue-2 NS5 capping	others
Cc1cccc(N2CCN(Cc3cc(=O)n4ccsc4n3)CC2)c1C	22%	i	-1%	3%	9%	0.6%	6%	5.4	37	-5%
CCOC(=O)c1c(NC(=O)C2COc3ccccc3O2)sc(C)c1C (stereo unspecified)	6%	i	9%	8%	9%	-0.3%	-7%	12	46	1%
CCOC(=O)c1sc(NC(=O)CC)nc1C	-8%	i	3%	8%	0%	0.1%	7%	-0.1	76	-8%
O=C(CC1CCCC1)Nc1nc2ccccc2[nH]1	7%	i	4%	8%	6%	0.5%	8%	-1.9	102	1%
COc1ccccc1/C=C/C(=O)OCCN1CCOCC1	0%	i	8%	5%	0%	0.2%	-7%	2.2	58	-7%
COc1ccccc1/C=C/C=N/N1CCN(Cc2cccc3ccccc23)CC1	16%	nt	2%	1%	5%	-0.1%	15%	-1.1	72	1%
COC(=O)c1cc2c(=O)n3ccccc3nc2n(C)c1=N	2%	nt	nt	nt	10%	0.7%	8%	nt	nt	nt
Cc1ccccc1Cn1cc(/C=N/n2cnnc2)c2ccccc21	-3%	i	7%	11%	-7%	-0.1%	12%	0.1	61	-2%
S=C(Nc1cccc(Cl)c1)Nc1ccc2c(c1)OCCO2	5%	nt	1%	8%	-16%	-0.1%	8%	1.8	50	-4%
O=C1NC(=S)S/C1=C\c1coc2ccccc2c1=O	5%	i	17%	7%	8%	-0.5%	11%	2.5	68	-38%
COC(=O)[C@H](CC(C)C)NC(=O)NC1CCCCC1C (stereo partly specified)	-5%	i	1%	-4%	-1%	-0.1%	5%	0.0	81	1%
COc1ccccc1CC(NC(C)=O)C(=O)NC1CCN(C(=O)c2ccc(C)cc2)CC1 (stereo unspecified)	14%	nt	7%	-5%	16%	?	13%	0.4	53	-9%

Five successive entries out of the list so far, quoted:
SMILES	GPR55 LPI antagonism	Yfh1-depleted yeast	SV40 large T antigen	MgcRacGAP inhibition	AID2073	GPR55 beta-arrestin	GPR35 arrestin U2OS	NTR1 agonist	NTR1 agonist cell count 20 µM	Dengue-2 NS5 capping	others
Cc1cccc(N2CCN(Cc3cc(=O)n4ccsc4n3)CC2)c1C	22%	i	-1%	3%	9%	0.6%	6%	5.4	37	-5%
CCOC(=O)c1c(NC(=O)C2COc3ccccc3O2)sc(C)c1C (stereo unspecified)	6%	i	9%	8%	9%	-0.3%	-7%	12	46	1%
CCOC(=O)c1sc(NC(=O)CC)nc1C	-8%	i	3%	8%	0%	0.1%	7%	-0.1	76	-8%
O=C(CC1CCCC1)Nc1nc2ccccc2[nH]1	7%	i	4%	8%	6%	0.5%	8%	-1.9	102	1%
COc1ccccc1/C=C/C(=O)OCCN1CCOCC1	0%	i	8%	5%	0%	0.2%	-7%	2.2	58	-7%

Further results.
SMILES	GPR55 LPI antagonism	Yfh1-depleted yeast	SV40 large T antigen	MgcRacGAP inhibition	AID2073	GPR55 beta-arrestin	GPR35 arrestin U2OS	NTR1 agonist	NTR1 agonist cell count 20 µM	Dengue-2 NS5 capping	others
N#CCc1nc2c3c4c(sc3ncn2n1)CCCC4	-9%	nt	23%	6%	-6%	-0.1%	6%	0.1	65	-10%
COc1ccccc1OCC(=O)Nc1cccc(-c2nc3ccccc3o2)c1	1%	i	6%	-1%	1%	0.3%	-8%	18	44	0%
Cc1ccc(N2C(=O)CC(c3c[nH]c4ccccc34)C2=O)cc1 (stereo unspecified)	2%	i	16%	6%	2%	-0.4%	-4%	1.3	37	5%
CCCCCCCCOC(=O)c1nc(Cl)c(Cl)c(N)c1Cl	10%	i	10%	3%	5%	1.0%	4%	10	88	-1%
CCc1cc(=O)oc2c(C)c(OCC(=O)NCCN3CCOCC3)ccc12	4%	nt	9%	14%	-9%	-0.1%	-5%	-0.7	57	5%
Cc1cc(OCC(=O)NCCc2cccc(F)c2)c2c(C)cc(=O)oc2c1	-28%	nt	-7%	-3%	21%	-0.1%	-10%	2.1	49	-4%
O=C(Nc1ccc2c(c1)CCCN2C(=O)c1ccccc1)c1ccccc1Br	5%	nt	9%	10%	13%	-0.2%	-9%	0.0	61	-2%
O=C(c1ccc(F)cc1)N1CCCC(C(=O)N2CCc3ccccc3C2)C1 (stereo unspecified)	-2%	i	8%	13%	-6%	0.4%	-24%	-0.7	45	0%
Cc1ccc(NC(=S)NCc2cccn2C)cc1	-2%	i	14%	5%	-11%	-0.1%	4%	-0.9	74	-7%
O=C(O)CNC(=O)c1ccccc1F	-2%	i	nt	13%	-4%	-0.1%	1%	-0.1	39	4%
COc1cc(OC)cc(C(=O)N[C@H](C(=O)Nc2nc3ccccc3[nH]2)C(C)C)c1	-13%	?	-3%	-16%	-2%	-0.1%	-1%	nt	nt	2%
COc1ccc(-c2cnc(OC(C)(C)C)nc2OC(C)(C)C)cc1OC	-4%	i	22%	5%	2%	-0.1%	-4%	7.9	81	2%
CCCCNc1ccc(S(N)(=O)=O)cc1[N+](=O)[O-]	0%	i	9%	nt	10%	0.1%	3%	6.2	54	nt
C/C(=N\NC(=O)CCCNc1ccccc1)c1ccncc1	2%	i	nt	4%	26%	-0.2%	12%	0.0	85	-7%
OC(CCCCN1CCCCC1)c1ccccc1 (stereo unspecified)	0%	i	11%	-2%	2%	-0.2%	12%	0.0	70	-5%
Cc1ccc(-c2cc(C(=O)NN3CCOCC3)c3cc(Br)ccc3n2)o1	8%	i	7%	2%	53%	0.2%	-10%	0.4	52	-10%
O=C(CN(Cc1cccs1)C(=O)CNS(=O)(=O)c1ccc(Cl)cc1)NCc1ccco1	12%	i	6%	0%	0%	0.0%	-9%	0.0	81	1%	Dengue-2 NS5 capping pilot replicate=-5.0
C=CCn1c(-c2ccc(OC)cc2)nc2nc3ccccc3nc21	-1%	i	4%	5%	23%	0.3%	27%	0.4	82	-3%	Dengue-2 NS5 capping pilot replicate=3.0
O=C(Cn1cncn1)N/N=C/c1ccc(Cl)cc1	1%	i	8%	7%	-7%	0.5%	14%	-1.0	38	1%
COc1ccc(OCCNC(=O)c2ccccc2OCC(=O)Nc2ccc(NC(C)=O)cc2)cc1	0%	i	4%	5%	5%	-0.3%	-7%	1.5	43	-3%
CCOC(=O)c1cc2c(n(-c3ccccc3)c1=O)CC(C)(C)CC2=O	2%	i	2%	10%	-8%	0.0%	-6%	5.0	63	7%
CCn1c(CNc2ccc(Cl)cc2)nnc1SCC#N	-9%	i	24%	5%	1%	0.2%	9%	0.2	80	-10%
O=C(Cc1ccccc1F)NCC1(N2CCOCC2)CCCCC1	4%	i	9%	4%	-1%	-0.1%	-2%	-0.3	55	-13%
Brc1csc(C=Nc2ccc3c(c2)OCCOCCOCCOCCO3)c1	2%	i	30%	75µM*	-20%	0.5%	0%	2.6	54	-6%

Reprinted from the part before: 2 entries, followed by the next part.
SMILES	GPR55 LPI antagonism	Yfh1-depleted yeast	SV40 large T antigen	MgcRacGAP inhibition	AID2073	GPR55 beta-arrestin	GPR35 arrestin U2OS	NTR1 agonist	NTR1 agonist cell count 20 µM	Dengue-2 NS5 capping	others
O=C(Cc1ccccc1F)NCC1(N2CCOCC2)CCCCC1	4%	i	9%	4%	-1%	-0.1%	-2%	-0.3	55	-13%
Brc1csc(C=Nc2ccc3c(c2)OCCOCCOCCOCCO3)c1	2%	i	30%	75µM*	-20%	0.5%	0%	2.6	54	-6%
O=C(CCc1nnc2ccc(NCc3ccccc3Cl)nn12)NC1CCCCC1	1%	nt	nt	-41%	5%	0.3%	6%	0.0	63	-4%
S=c1[nH]nc([C@@H]2C[C@H]2c2ccccc2)n1-c1ccccc1	5%	i	14%	6%	-12%	-0.3%	10%	-1.6	70	1%
COCCNC(=O)COC(=O)/C=C/c1c(C)nn(Cc2ccc(Cl)cc2Cl)c1Cl	13%	i	13%	8%	-6%	-0.3%	23%	0.5	32	5%
O=C(CSc1nc2[nH]c(=O)cc(O)c2s1)Nc1cc(Cl)cc(Cl)c1	-1%	nt	12%	3%	3%	-0.2%	-10%	-1.6	32	-13%
CC(=O)c1ccc(OCC(=O)N2CCCC(Nc3ccc(C)c(C)c3)C2)cc1 (stereo unspecified)	-15%	nt	33%	14%	-10%	0.7%	1%	-0.3	62	1%
CC(=O)c1cn(CC(=O)Nc2ccccc2)c2ccccc12	1%	i	4%	9%	6%	-0.1%	10%	0.2	87	-3%
CCOc1ccc2oc(C(=O)NCc3nc4ccccc4[nH]3)c(C)c2c1	17%	nt	11%	8%	14%	-0.1%	-5%	3.0	52	-3%
C/C(CC(=O)NCc1ccco1)=N\NC(=O)COc1ccc(Cl)cc1Cl	-7%	i	6%	5%	-9%	0.2%	17%	0.5	38	-3%
COc1cc(/C=N/NC(=O)CCN2CCN(Cc3ccccc3)CC2)cc(OC)c1OC	8%	i	-8%	11%	10%	-0.3%	5%	-1.5	59	-4%
CSc1nsc(SCc2ccc(F)cc2)n1	-2%	i	1%	16%	-13%	-0.1%	-2%	0.0	42	-10%
CCN(CC)c1ccc(/C=N/NC(=O)c2ccoc2C)cc1	-1%	i	35%	39%	5%	-0.2%	2%	1.7	58	-9%
NC(=S)Nc1nccc(-c2cccs2)n1	-3%	i	4%	8%	3%	0.2%	-4%	-2.2	56	-2%
CCN(CC)CCCNC(=O)CSc1nc2c(c(C(F)(F)F)n1)CCc1ccccc1-2	16%	i	11%	1%	5%	0.2%	3%	3.2	36	5%
COCCSc1nnc(NC(=O)CCS(=O)(=O)Cc2ccccc2)s1	3%	nt	25%	9%	6%	0.0%	4%	-0.4	65	3%
Cc1nnc2ccc(-c3cccc(NC(=O)Cc4cccs4)c3)nn12	8%	i	10%	11%	56%	-0.2%	-10%	1.0	66	3%
COc1ccccc1CN(C)C(=O)C1(c2ccc(Cl)cc2)CC1	13%	i	12%	2%	16%	-0.1%	-5%	3.6	50	2%
CCOC(=O)C1(Cc2ccc(OC)cc2)CCN(C(=O)C2=CCCC2)CC1	9%	i	-1%	-6%	23%	0.2%	8%	2.8	39	2%
C/C(=N/NC(=O)CNC(=O)CCc1ccccc1)c1ccc(Cl)c(Cl)c1	-15%	i	7%	-2%	14%	0.4%	3%	0.5	43	2%
